# Mtb BioA inh: BioA (M. tuberculosis) enzyme inhibition; purified M. tuberculosis BioA enzyme, plate reader; inhibition, % at 9.99 µM; 360,000 compounds, 0.096% hits; in the data active means inhibition above about 40%; inconclusive means no clear call, values can overlap the other calls
# Y pestis TopoI: inhibitors of Yersinia pestis topoisomerase I; Y. pestis Topo-I cleavage product accumulation, plate reader; activity, % at 10 µM; 360,000 compounds, 0.064% hits; AID 504884; in the data active means activity above about 50%, passing the limit was not always enough; inconclusive means no clear call, values can overlap the other calls; further: inactives centre near 2
# TcdB GH inh: TcdB glycohydrolase inhibition; P18177; TcdB glycohydrolase enzymatic assay, plate reader; inhibition, % at 9.99 µM; 350,000 compounds, 0.24% hits; in the data active means inhibition above about 10%
# FBA Mtb inh: inhibits M. tuberculosis FBA enzyme; inhibition, % at 1 µM; 360,000 compounds, 2.3% hits; P9WQA3; AID 588726; purified M. tuberculosis FBA, fluorescence read-out; in the data active means inhibition above about 27%;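 further: 0% = vehicle and 100% = reference inhibitor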
# Mtb UGM inh: Mtb UDP-galactopyranose mutase inhibition | inhibition, % at 10 µM | purified UGM, fluorescence polarization probe displacement | P9WIQ1 | 320,000 compounds, 0.06% hits; in the data active means inhibition above about 10%, passing the limit was not always enough; inconclusive means no clear call, values can overlap the other calls
# FadD28 binding: inhibitors of Mycobacterium tuberculosis FadD28 bisubstrate binding; FadD28 bisubstrate probe binding, fluorescence polarization; inhibition, % at 12.5 µM; 360,000 compounds, 0.22% hits; in the data active means inhibition above about 8.5%, passing the limit was not always enough; inconclusive means no clear call, values can overlap the other calls
# GDH-TPI counter: counter-screen for M. tuberculosis FBA inhibitors: GDH-TPI coupled enzymes | GDH-TPI coupled enzyme counterscreen, NADH absorbance | inhibition, % at 4.8 µM | 360,000 compounds, 1.2% hits | AID 588335; in the data active means inhibition above about 30%;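 further: 0% = DMSO wells and 100% = wells lacking the enzyme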
# PfHsp40 yeast: rescue of PfHsp40-mediated yeast toxicity. S. cerevisiae expressing PfHsp40, growth rescue, ATP luminescence. 340,000 compounds, 0.68% hits. growth rescue, % at 12.5 µM; in the data active means growth rescue above about 28%, passing the limit was not always enough; inconclusive means no clear call, values can overlap the other calls;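 further: yeast W303a lacking pdr1 and pdr3 grown in galactose medium; growth measured after three days at 30 °C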
# Vc quorum ag: inducers of Vibrio cholerae quorum light production without autoinducers; V. cholerae BH1578 lux reporter, luminescence, 6 h; AID 588436; activation, % at 18.7 µM; 350,000 compounds, 0.16% hits; in the data active means activation mostly above about 9.7%, no sharp cut-off; inconclusive means no clear call, values can overlap the other calls; inactive means mostly below about 3.7%; further: not every result past the cut was called active; inactives centre near 0; reference of the scale not given here
# * = called active by the depositor; i = inactive; ? = inconclusive; . = not tested or not shown; & = joins results of further samples.
SMILES,Mtb BioA inh,Y pestis TopoI,TcdB GH inh,FBA Mtb inh,Mtb UGM inh,FadD28 binding,GDH-TPI counter,PfHsp40 yeast,Vc quorum ag
CCOC(=O)c1c(C)c(C(=O)NCC2CCCO2)c(C)n1CC (stereo unspecified),.,4.9,0.5,0.3,-0.2,-0.3,-9.0,2.0,6.7
CC(=O)C[C@@H](O)CC(=O)[C@@H]1OC(=O)CCCCC/C=C/Cc2ccccc21,-0.4,19.4,-0.5,1.1,1.0,1.4,9.4,0.5,i
Nc1c(NCCCN2CCOCC2)c2ccccc2oc1=O,.,-0.2,-1.6,6.0,-1.3,-0.8,9.9,-0.7,1.8
Fc1ccc(-c2nc3ccc(Cl)cn3c2Cc2cccc(F)c2)cc1,10.4,.,3.2,5.6,.,-9.8,.,.,.
Cc1nn(C)c(C(=O)NN)c1Cl,.,-0.9,-0.1,-0.4,-0.1,-0.1,5.0,2.3,-0.2
O=C(CSc1nnc(-c2ccccc2O)o1)N1CCCCC1,0.5,5.0,1.3,-2.6,0.9,-3.7,13.3,0.9,1.3
CCOc1cc(/C=C2\CCCC(C(=O)C(F)(F)F)=C2O)ccc1O,.,-4.6,.,-4.2,-2.1,-3.7,10.3,1.2,-0.7
O=C(Nc1nc(OCC(F)(F)F)cnc1/C=C\c1ccccc1)c1ccsc1,-1.3,1.5,-0.3,10.1,.,-1.5,23.9,.,-0.4
Cc1nc2nc(NCc3cccs3)nn2c(C)c1Cl,0.1,1.5,.,35.0*,0.3,-2.3,3.4,-0.5,-0.4
Cc1ccc(S(=O)(=O)C(C#N)c2nc3ccccc3nc2N2CCN(C)CC2)cc1C (stereo unspecified),1.0,7.9,.,5.2,1.5,-0.6,15.8,0.8,-0.4
COCCN(Cc1ccccc1)C(=O)c1ccc2c(=O)n3c(nc2c1)CCC3,-0.2,1.2,1.0,0.9,2.7,-0.7,2.9,0.5,-0.9
NC(=O)c1ccc(Sc2nnc(-c3cccs3)n2CC2CCCO2)c([N+](=O)[O-])c1 (stereo unspecified),13.0,-9.2,0.6,-7.3,0.1,-2.6,-5.2,-1.1,i
C=CCn1c(SCC(=O)Nc2ccc3c(c2)OCO3)nc2ccccc2c1=O,-1.2,7.7,.,-1.1,1.2,-5.9,-0.4,?,-1.5
CCNc1nc(NC(C)C)nc(N(C#N)CCOc2ccc(Cl)cc2Cl)n1,-9.2,15.8,.,0.0,-1.6,-7.1,3.4,4.7,-0.7
Cc1cc(C)n(CCCC(=O)O)n1,2.5,4.1,1.1,1.0,0.8,-2.5,0.0,-0.2,i
Fc1ccc2nc3c(nc2c1)CCCC3,-1.5,2.8,1.1,-1.6,1.0,-1.9,-4.3,-1.4,1.2
CCN[C@@H](C)Cc1cccc(C(F)(F)F)c1,-1.4,-2.2,0.7,0.4,.,-1.9,-12.6,-0.9,-0.3
Cc1ccccc1C(=O)NC(=S)Nc1ccc(S(=O)(=O)N(C)c2ccccc2)cc1,2.7,31.2,.,3.0,-5.1,-1.1,4.2,-0.5,i
O=C(NCCc1ccccc1)c1cc(=O)[nH]c2ccccc12,.,5.6,1.5,13.5,1.8,1.0,5.7,-0.6,-0.3
C[C@H](NC(=O)c1nc[nH]c1C(=O)N(C)Cc1ccccc1)c1ccccc1,-0.8,-4.1,1.4,5.8,-2.9,-1.7,13.8,-0.2,1.5
COc1cc2c(cc1OC)C(C(=O)Nc1ccccc1N1CCN(C)CC1)C1c3ccccc3CCN1C2=O (stereo unspecified),.,2.4,0.5,1.1,-0.2,-0.3,4.9,-0.9,i
O=C(O)CSc1nnc(-c2ccc(S(=O)(=O)N3CCCC3)cc2)n1Cc1ccco1,.,-10.9,.,1.7,-0.9,-3.5,-6.0,-0.9,-0.1
NC(=O)C1CCN(c2c([N+](=O)[O-])cc(C(F)(F)F)cc2[N+](=O)[O-])CC1,0.7,-5.9,0.2,-1.3,-0.1,-2.0,7.7,0.6,0.6
CCn1c(C(=O)O)c(CC(=O)Nc2ccc(Br)cc2C)c2ccccc21,.,6.5,1.3,2.3,0.2,1.4,-2.2,-1.7,i
CC(C)c1ccc(/C=C2\SC(=S)N(CCC(=O)N3CCCCC3CCO)C2=O)cc1 (stereo unspecified),-1.8,26.7,-0.9,-4.8,-1.8,-2.1,-2.2,2.0,0.2
COc1ccccc1/C=C1/SC(=S)N(CCC(=O)Nc2cccnc2)C1=O,-1.8,18.5,6.8,-1.4,5.6,.,8.6,-0.2,-0.1
O=C1CN(C(=O)CSc2nnnn2C2CC2)c2ccccc2N1,-1.0,2.1,1.2,-4.0,-0.4,-4.9,-3.5,-0.1,-1.0
CCC(C)NC(=O)CNC(=O)c1nn(-c2ccc(OC)cc2OC)c(=O)c2ccccc12 (stereo unspecified),-1.2,-2.2,-10.5,2.9,4.8,-1.3,4.3,-0.3,i
COc1ccccc1OCCNC(=O)C1CC(=O)N(c2ccc3c(c2)OCCO3)C1 (stereo unspecified),.,-0.4,1.8,-1.0,-0.2,-2.9,2.4,0.4,-7.1
COC(C(=O)Nc1ccnn1C1CCN(Cc2nccs2)CC1)c1ccccc1 (stereo unspecified),-0.6,-1.7,0.5,4.2,3.5,0.2,-0.3,0.0,i
COc1ccccc1/C=N/n1c(C)nnc1-n1nc(C)cc1C,-0.3,-6.6,.,-0.2,-1.4,-3.1,13.5,-0.8,i
CCCCn1c(NC(=O)c2ccc(Br)o2)c(C(=O)OCC)c2nc3ccccc3nc21,.,9.1,-0.4,57.9*,-2.5,-3.8,11.2,-0.7,i
CC(Oc1cccc(Cl)c1)C(=O)Nc1ccncc1 (stereo unspecified),.,1.8,1.4,0.0,0.4,-1.1,7.0,-2.0,-2.9
CC(=O)NC(CC(=O)NC1CCCCC1)c1ccccc1 (stereo unspecified),0.2,-1.6,-1.6,-1.9,-1.7,-1.0,-0.8,-1.1,i
Cc1ccc(C)c(NC(=S)NNC(=O)c2ccco2)c1,0.1,-8.9,.,0.9,-2.6,-2.8,-2.9,0.5,i
CCOC(=O)C1(Cc2ccccc2C(F)(F)F)CCN(C2CCSC2)CC1 (stereo unspecified),-0.7,22.6,-0.4,-0.1,-0.3,-2.8,-6.3,0.4,-0.3
Cc1cc2ncn(CC3CC3(Cl)Cl)c2cc1C (stereo unspecified),.,14.3,0.7,-5.6,-1.8,-33.5,-5.4,.,-0.4
CCOc1ccc(OCC(=O)Nc2ccc(S(=O)(=O)Nc3cc(C)nc(C)n3)cc2)cc1,-3.0,6.0,.,3.0,2.2,-0.4,12.8,-0.7,-2.2
O=C(CSc1nccc(=O)[nH]1)Nc1cccc2ccccc12,-0.7,-2.5,-0.5,-1.9,0.6,-5.4,2.2,-2.1,-0.7
CCN(Cc1ccncc1)C(=O)CCc1nnc(CCC2CCCCC2)o1,-0.3,-3.8,1.5,1.2,-0.9,-2.0,2.9,0.9,0.0
Cc1ccc(NS(=O)(=O)c2c(C(=O)N3CCOCC3)c(C)n(C)c2C)cc1C,-1.5,2.3,2.4,-2.0,1.5,0.6,1.7,0.8,1.0
COc1ccccc1NS(=O)(=O)c1cc(C(=O)N2CCCCCC2)ccc1C,1.6,8.2,0.9,2.0,2.1,-1.5,-1.9,-1.1,0.3
Cc1ccc(C(=O)c2coc3cc([N+](=O)[O-])c(O)c([N+](=O)[O-])c23)cc1,.,22.6,-1.8,-10.0,3.2,0.1,21.1,-0.2,-0.1
O=c1c2cc(Br)ccc2nc(-c2ccc(Cl)cc2)n1O,-2.4,8.2,-0.8,2.2,-2.5,-1.3,6.3,-1.4,1.2
C=CCN1C(=O)C(CC(=O)O)SC1=Nc1cccc([N+](=O)[O-])c1 (stereo unspecified),.,1.1,0.0,2.4,1.5,-1.6,1.3,-1.1,-0.3

# Some of the entries so far, with values under each structure.
# Results follow in this order: Mtb BioA inh | Y pestis TopoI | TcdB GH inh | FBA Mtb inh | Mtb UGM inh | FadD28 binding | GDH-TPI counter | PfHsp40 yeast | Vc quorum ag
- CCN(Cc1ccncc1)C(=O)CCc1nnc(CCC2CCCCC2)o1
  -0.3 | -3.8 | 1.5 | 1.2 | -0.9 | -2.0 | 2.9 | 0.9 | 0.0
- Cc1ccc(NS(=O)(=O)c2c(C(=O)N3CCOCC3)c(C)n(C)c2C)cc1C
  -1.5 | 2.3 | 2.4 | -2.0 | 1.5 | 0.6 | 1.7 | 0.8 | 1.0
- COc1ccccc1NS(=O)(=O)c1cc(C(=O)N2CCCCCC2)ccc1C
  1.6 | 8.2 | 0.9 | 2.0 | 2.1 | -1.5 | -1.9 | -1.1 | 0.3
- Cc1ccc(C(=O)c2coc3cc([N+](=O)[O-])c(O)c([N+](=O)[O-])c23)cc1
  . | 22.6 | -1.8 | -10.0 | 3.2 | 0.1 | 21.1 | -0.2 | -0.1

# Next part.
SMILES,Mtb BioA inh,Y pestis TopoI,TcdB GH inh,FBA Mtb inh,Mtb UGM inh,FadD28 binding,GDH-TPI counter,PfHsp40 yeast,Vc quorum ag
O=C1NCN(c2ccccc2)C12CCN(C(c1ccnc3ccccc13)c1nnnn1-c1ccc3c(c1)OCCO3)CC2 (stereo unspecified),-1.1,.,0.5,5.2,.,-1.2,.,.,.
CC(=O)c1cccc(NC(=O)CN(c2cccc(F)c2)S(C)(=O)=O)c1,-0.9,-11.2,.,0.1,-1.2,?,-10.6,0.3,0.3
C/C(=N\NC(N)=O)c1ccc(Cl)cc1,.,-4.8,.,1.5,2.9,-0.8,3.8,0.4,-0.6
Cc1ccc(C)c(OCC(=O)N(C)CC(=O)Nc2ccc(Cl)c(C(F)(F)F)c2)c1,-1.1,-5.3,-1.2,2.2,-0.1,-0.4,15.7,0.0,i
CCCc1nnc2n1N=C(c1ccc([N+](=O)[O-])cc1)CS2,-0.2,-5.2,-0.2,-0.7,2.4,-3.5,7.1,-0.2,-0.5
Cc1cc(C)n(-c2c(C)[nH]c3ccccc23)n1,.,0.8,0.2,-0.2,0.5,-4.0,-4.3,-1.0,i
Cc1cccc(C(=O)NCc2nnc(SC(C)C(=O)Nc3nnc(C)s3)n2C)c1 (stereo unspecified),-2.6,-0.1,4.1,2.0,.,-0.4,10.3,-0.4,i
CCN=C1SC(CC(=O)NCCc2ccc(OC)c(OC)c2)C(=O)N1CC (stereo unspecified),-0.4,4.2,0.0,1.0,1.2,-1.0,0.0,0.1,1.2
O=C1C(Cl)=C(NC(=O)c2ccccc2)C(=O)C(Cl)=C1NC(=O)c1ccccc1,-3.1,-9.7,-0.6,5.4,0.2,-0.6,34.0*,0.4,i
C[C@@H]1CN([C@H](C)CO)C(=O)c2c(c3ccccc3n2C)-c2ccccc2CO[C@H]1CN(C)C(=O)Cc1ccccc1,-0.4,14.1,0.9&2.2,-3.1,.,-1.2,-4.3,.,1.1
COc1cc2c(cc1NC(=O)c1cccc(Br)c1)CCCC2,-0.9,6.0,.,-2.5,0.2,-1.8,7.3,-1.2,-4.5
CCCNC(=O)COc1coc(CN2CCN(c3ccccc3OC)CC2)cc1=O,-1.2,1.2,0.3,8.9,1.6,0.0,0.9,0.5,-0.4
CC(NC(=S)Nc1ccc(F)cc1)c1ccccc1 (stereo unspecified),-0.9,-3.3,-0.2,-0.8,-1.4,-2.9,-6.8,-2.5,0.7
O=S(=O)(c1cccc(-c2nnc(SCc3ccc(Cl)cc3)o2)c1)N1CCCCC1,-2.0,5.7,.,3.8,-1.6,0.3,-0.5,1.5,0.6
CCCC(=O)NNC(=O)c1c(O)c2ccccc2[nH]c1=O,-6.6,-9.8,2.6,-3.7,-0.6,1.0,6.1,-1.0,-0.2
CCN(CCn1cccn1)Cc1nc(-c2ccc(C(=O)OC)cc2)no1,.,4.7,1.4,0.7,-0.2,-0.1,0.6,-0.1,-0.3
COc1ccc(CN2CCCC(C(=O)Nc3cccc(-n4cccn4)c3)C2)c(F)c1 (stereo unspecified),1.1,21.4,4.4,-1.6,-1.9,-1.6,-3.1,0.8,-1.5
CC[C@H](C)[C@H](NC(=O)c1ccccc1)C(=O)NC(CC(=O)O)c1ccc(F)cc1 (stereo partly specified),-2.1,0.0,0.0,-0.1,1.2,0.7,3.0,-0.3,-0.6
CCc1nc2ccc(C(=O)NCc3cccs3)cn2c1N(CC)CCN(C)C,-0.7,6.0,1.0,3.2,.,-0.1,13.3,.,-0.3

# From PubChem
